Screening data deposited in PubChem by The Scripps Research Institute Molecular Screening Center.
PME-1 inh – blocks human protein phosphatase methylesterase 1; Q9Y570; recombinant PME-1, FP-Rh probe fluorescence polarization; inhibition, % at 5.9 µM; actives 0.53% (n = 320,000); AID 2130;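 active = inhibition above the campaign mean of all compounds plus 3 SD, cut at about 26% in these data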;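 also: competitive labeling of PME-1 active site by serine hydrolase directed probe; 0% = PME-1 with DMSO and 100% = wells lacking PME-1 enzyme; inhibitors block probe labeling so polarization falls and inhibition rises; many of its hits are not listed in these tables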
Target sequence (Q9Y570 whole entry, looked up): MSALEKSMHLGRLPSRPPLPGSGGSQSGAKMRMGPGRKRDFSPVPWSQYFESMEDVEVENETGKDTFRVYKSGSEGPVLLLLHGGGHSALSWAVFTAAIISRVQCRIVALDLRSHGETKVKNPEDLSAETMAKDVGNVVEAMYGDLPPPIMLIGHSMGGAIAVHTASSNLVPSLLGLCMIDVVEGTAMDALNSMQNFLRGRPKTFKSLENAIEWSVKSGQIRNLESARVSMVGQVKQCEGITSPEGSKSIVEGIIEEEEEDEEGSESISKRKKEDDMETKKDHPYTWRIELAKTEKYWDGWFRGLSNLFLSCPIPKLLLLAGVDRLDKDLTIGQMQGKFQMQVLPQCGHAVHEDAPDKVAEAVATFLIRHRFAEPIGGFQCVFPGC
PAD4 inh – inhibitors of human PAD4; Q9UM07; recombinant PAD4, RCA probe fluorescence polarization; actives 0.41% (n = 330,000); inhibition, % at 6.36 µM; AID 485272;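 active = percent inhibition above a cutoff equal to the mean of all tested compounds plus 3 SD, cut at about 15% in these data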;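 also: 0% = PAD4 with RCA probe and DMSO and 100% = probe without PAD4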
PAFAH1B3 inh – blocks human PAF acetylhydrolase 1B catalytic subunit 3. Q15102. actives 0.28% (n = 340,000). recombinant PAFAH1B3, FP-rhodamine probe, fluorescence polarization. inhibition, % at 3.39 µM. AID 492972;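 active = inhibition above the screen-wide average of all tested compounds plus 3 SD, cut at about 25% in these data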;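 also: 0% = enzyme with DMSO only and 100% = wells lacking PAFAH1B3 protein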
Target sequence (Q15102 whole entry, looked up): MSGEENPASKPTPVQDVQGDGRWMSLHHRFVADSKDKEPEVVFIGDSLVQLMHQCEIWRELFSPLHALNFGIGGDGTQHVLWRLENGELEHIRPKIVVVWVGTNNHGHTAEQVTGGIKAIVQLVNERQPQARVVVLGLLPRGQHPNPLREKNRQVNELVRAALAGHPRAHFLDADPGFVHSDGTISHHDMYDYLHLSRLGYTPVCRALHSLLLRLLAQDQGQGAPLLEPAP
GSTO1 counter – GSTO1 inhibition, counter-screen for RBBP9 inhibitors | recombinant GSTO1, activity-based probe fluorescence polarization | inhibition, % at 5.96 µM | actives 1.1% (n = 300,000) | AID 1974;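 active = inhibition above the campaign mean inhibition plus 3 SD, cut at about 35% in these data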;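 also: 0% = GSTO1-1 with DMSO and 100% = wells lacking GSTO1-1 enzyme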
pPAFAH inh – pPAFAH (human) enzyme inhibition; recombinant pPAFAH, FP-rhodamine probe fluorescence polarization; inhibition, % at 3.39 µM; actives 1.5% (n = 330,000);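 active = inhibition above the mean inhibition across the screen plus 3 SD, cut at about 25% in these data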;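 also: inhibitors block binding of the rhodamine activity-based probe so polarization drops; 0% = enzyme with DMSO and 100% = wells lacking pPAFAH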
LYPLA2 counter – LYPLA2 (human) inhibition in PME1 counter-screen; O95372; recombinant LYPLA2, FP-Rh probe fluorescence polarization; inhibition, % at 5.9 µM; actives 0.38% (n = 320,000);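 active = inhibition above the screen-wide mean plus 3 SD, limit set per campaign, cut at about 26% in these data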;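 also: 0% = LYPLA2 with DMSO and 100% = wells lacking LYPLA2 enzyme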
Target sequence (O95372 whole entry, looked up): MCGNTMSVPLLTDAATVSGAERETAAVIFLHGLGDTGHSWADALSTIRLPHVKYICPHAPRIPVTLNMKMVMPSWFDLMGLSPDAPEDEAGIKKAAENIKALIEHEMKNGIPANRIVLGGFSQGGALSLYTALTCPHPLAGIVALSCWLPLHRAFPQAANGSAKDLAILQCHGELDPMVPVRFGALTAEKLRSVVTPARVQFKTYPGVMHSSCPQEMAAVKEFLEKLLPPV
LYPLA1 inh – LYPLA1 (human) inhibition in PME1 counter-screen; O75608; recombinant LYPLA1, FP-Rh probe fluorescence polarization; inhibition, % at 5.9 µM; actives 0.16% (n = 320,000);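 active = inhibition above the mean of all tested compounds plus 3 SD, set per campaign, cut at about 14% in these data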;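 also: inhibitors block serine hydrolase probe labeling of LYPLA1 so polarization falls; 0% = enzyme with DMSO and 100% = wells lacking LYPLA1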
PAFAH1B2 FP inh – inhibitors of human PAFAH1B2; recombinant PAFAH1B2, FP-rhodamine activity probe, fluorescence polarization; inhibition, % at 3.39 µM; actives 1.2% (n = 340,000); AID 492953;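 active = inhibition above the mean of all tested compounds plus 3 SD, cut at about 24% in these data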;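 also: 0% = enzyme with DMSO and 100% = wells lacking PAFAH1B2; many of its hits are not listed in these tables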
Target sequence (P68402 whole entry, looked up): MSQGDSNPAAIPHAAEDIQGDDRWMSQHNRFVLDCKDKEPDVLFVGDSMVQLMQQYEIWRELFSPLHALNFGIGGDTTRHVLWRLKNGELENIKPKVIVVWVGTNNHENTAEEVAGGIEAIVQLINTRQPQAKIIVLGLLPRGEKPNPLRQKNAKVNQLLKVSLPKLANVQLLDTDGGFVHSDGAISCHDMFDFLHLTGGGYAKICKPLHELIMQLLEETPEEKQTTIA
PAFAH2 inh – PAFAH2 (human) inhibition; AID 492956; inhibition, % at 3.39 µM; actives 0.99% (n = 340,000); recombinant PAFAH2, FP-rhodamine activity probe, fluorescence polarization; Q99487;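 active = inhibition above the mean over all tested compounds plus 3 SD, cut at about 30% in these data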;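 also: inhibitors block probe labeling of enzyme so polarization drops; 0% = enzyme with DMSO and 100% = wells lacking PAFAH2 protein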
Starred values were filed as active, the others as inactive; nt = no result given.

SMILES | PME-1 inh | PAD4 inh | PAFAH1B3 inh | GSTO1 counter | pPAFAH inh | LYPLA2 counter | LYPLA1 inh | PAFAH1B2 FP inh | PAFAH2 inh
COc1ccc(CCNC(=O)c2nnn(-c3ccc4c(c3)OCCO4)c2N)cc1OC | -2 | 1 | 1 | -6 | 2 | -1 | -1 | 2 | 0
CC(=O)N1CCN(CC(=O)Nc2sccc2C#N)CC1 | -6 | 0 | 2 | 20 | 8 | 4 | 2 | -1 | 4
O=C(COC(=O)/C=C/c1ccccc1)Nc1ccccc1Br | 1 | -6 | -3 | 1 | 9 | -4 | 1 | 3 | 64*
O=C(NNS(=O)(=O)c1ccccc1F)c1cc(-c2ccccc2)n[nH]1 | 5 | -5 | 4 | 1 | 6 | 5 | 3 | 4 | 6
Cc1cccc(Cl)c1OCCCN1CCOCC1 | -7 | -1 | 1 | 5 | -1 | -2 | 1 | -1 | 5
Cc1cccc(NC(=O)CSCC(=O)Nc2cccc3ncccc23)c1 | 5 | 0 | 4 | -9 | 5 | 7 | 0 | 2 | 4
Cc1ccc(O)c(C(=O)c2cc(C#N)c(=O)n(-c3nccs3)c2)c1 | 33* | -11 | 3 | 9 | 9 | -7 | -7 | -2 | 10
Cc1cccc(N2CCN(C(=O)CCNS(=O)(=O)c3cccs3)CC2C)c1 (stereo not given) | 0 | 5 | 5 | 1 | 3 | 2 | -2 | -2 | -10
COc1ccc(S(=O)(=O)NCc2ccc(C(=O)N3CCN(c4ccccn4)CC3)cc2)cc1 | 9 | 4 | -3 | -1 | 5 | 8 | -1 | 7 | -3
O=c1cc(Cn2ccnc2)c2cc3c(cc2o1)CCC3 | -4 | 9 | 8 | 2 | 0 | 9 | 1 | 1 | -2
COc1ccc(/C=C(\NC(=O)c2ccc(C)cc2)C(=O)NCCCn2ccnc2)cc1OC | -5 | 1 | -2 | 6 | 4 | -1 | 2 | 0 | -1
COCCN(CC(=O)Nc1cccc(C)c1C)C(=O)Cc1ccsc1 | nt | 1 | 8 | nt | 2 | nt | nt | 4 | 10
Cc1ccc(NC(=O)Nc2ccnc(-c3cccnc3)n2)cc1 | -4 | -7 | 7 | -2 | -2 | -2 | -6 | 1 | 4
C=CCN1C(=O)C(=O)N(Cc2nc3ccccc3s2)C1=O | -1 | -4 | 4 | 1 | 5 | 1 | 1 | 4 | -9
ON/C=N/C(=S)Nc1ncc(C(F)(F)F)cc1Cl | -1 | 1 | 12 | 3 | 2 | 2 | 1 | 5 | 5
CCOC(=O)Nc1nnc(-c2cccc(OC)c2)s1 | 5 | 6 | -7 | -3 | 2 | 0 | -1 | 1 | -6
CC(C)NS(=O)(=O)c1ccc(N2C(=O)c3ccccc3C2=O)cc1 | -1 | -3 | 7 | 1 | -1 | -2 | -1 | 2 | 0
CCOc1ccccc1NC(=O)COC(=O)c1ccc2ccccc2n1 | 6 | 3 | 2 | nt | 16 | 3 | 1 | -3 | 4
CC1CCCC(C)N1/N=C/c1ccc(O)c(O)c1 (stereo not given) | 3 | 5 | 13 | 36* | 45* | 6 | -5 | 4 | 5
O=C1C2C3C=CC(C3)C2C(=O)N1CCCCN1C(=O)C2C3C=CC(C3)C2C1=O (stereo not given) | -1 | 2 | 7 | 23 | -5 | -5 | -5 | 1 | -1

Two of these compounds, set out differently:
Value order – PME-1 inh, PAD4 inh, PAFAH1B3 inh, GSTO1 counter, pPAFAH inh, LYPLA2 counter, LYPLA1 inh, PAFAH1B2 FP inh, PAFAH2 inh
CCOc1ccccc1NC(=O)COC(=O)c1ccc2ccccc2n1
 : 6, 3, 2, nt, 16, 3, 1, -3, 4
CC1CCCC(C)N1/N=C/c1ccc(O)c(O)c1 (stereo not given)
 : 3, 5, 13, 36*, 45*, 6, -5, 4, 5

(cont.)
SMILES | PME-1 inh | PAD4 inh | PAFAH1B3 inh | GSTO1 counter | pPAFAH inh | LYPLA2 counter | LYPLA1 inh | PAFAH1B2 FP inh | PAFAH2 inh
CC12CCC(=O)N1C(C(=O)OCC(=O)Nc1cccc(Br)c1)CS2 (stereo not given) | -2 | 2 | 6 | 6 | 2 | -3 | 1 | 4 | 8
O=C(CN(Cc1ccccc1Cl)C(=O)CNS(=O)(=O)c1ccc(F)cc1)NCC1CCCO1 (stereo not given) | -3 | -4 | -5 | 2 | 4 | -2 | 0 | -1 | 4
O=C(CC(=O)N/N=C/c1ccccc1)NCc1ccccc1 | 2 | -3 | -1 | 6 | 1 | 1 | -3 | 3 | 3
COc1ccc(-n2cnc3sc(-c4ccccc4)cc3c2=O)cc1 | 2 | 0 | 6 | 4 | 3 | -2 | -4 | 0 | 0
O=S(=O)(O)CCS | -2 | 3 | -7 | -5 | 8 | 0 | 0 | -5 | 3
CC(C)CN(CC(C)C)C(=O)c1cc2c(=O)n3ccccc3nc2s1 | 1 | 1 | 13 | 9 | 7 | 8 | 3 | 12 | -6
CCOc1ccccc1NC(=S)N1C2CCC1CC(NC(=O)NC13CC4CC(CC(C4)C1)C3)C2 (stereo not given) | -1 | 3 | 5 | 2 | 2 | 12 | 1 | 11 | 1
NC(=O)c1ccc(/C(N)=N/S(=O)(=O)c2cc(C(F)(F)F)cc(C(F)(F)F)c2)cc1 | 4 | 0 | nt | 12 | -3 | -2 | 0 | nt | nt
COc1ccccc1/C=C1\SC(=O)N(CCC(=O)N2CCCCC2CCO)C1=O (stereo not given) | 0 | -4 | 1 | 2 | 1 | -6 | -2 | -5 | 1
O=C(Nc1ccccn1)c1cccnc1 | 1 | 0 | 12 | 0 | 4 | 1 | -3 | 5 | 9
O=C(NC1CCCCC1)N(Cc1nc2ccccc2c(=O)[nH]1)C1CCCCC1 | 1 | -5 | -2 | 1 | -4 | -3 | 2 | -3 | -11
O=C(CC(=O)NN=C1CCCCCC1)NCc1cccnc1 | 3 | -2 | 9 | 1 | -3 | -5 | 4 | -3 | -4
c1ccc(COC(CN2CCCCCC2)CN2CCCCCC2)cc1 | 3 | 5 | 2 | -2 | 1 | -3 | 2 | -3 | 5
COCCNC(=O)CCc1nnc2ccc(N3CCC(C)CC3)nn12 | 3 | 3 | 0 | -1 | 4 | -1 | -1 | 3 | 2
O=C(O)C1CCCCC1C(=O)Nc1ccc(OCc2ccccc2)cc1 (stereo not given) | -2 | 2 | 9 | 3 | 3 | 7 | 2 | 15 | 4
C[C@H](CO)N1C[C@H](C)[C@@H](CN(C)Cc2ccc(-c3ccccc3)cc2)Oc2c(NS(=O)(=O)c3cn(C)cn3)cccc2C1=O | nt | -2 | -1 | nt | 9 | nt | nt | 1 | -5
O=C(C1Cc2ccccc2CN1C(=O)c1ccco1)N1CCN(c2ccccc2)CC1 (stereo not given) | -1 | 2 | -3 | nt | 0 | -2 | 1 | -2 | 1
COc1cc(/C=C/C(=O)OCC(=O)N2CCC(C)CC2)ccc1O | 3 | 4 | 1 | 11 | 5 | 2 | -1 | 3 | 56*
Cc1cccc(C)c1N/C=C/c1onc(C)c1[N+](=O)[O-] | -24 | 0 | -2 | 6 | -2 | -2 | 0 | 0 | 3
O=S(=O)(Nc1ccc(Cc2ccncc2)cc1)N1CCCC1 | 2 | -3 | 1 | 1 | 7 | 1 | 2 | 3 | 2
CCCC1(CCC)NC(=O)N(CC(=O)Nc2cccc(OC)c2)C1=O | 3 | -6 | 4 | 1 | 6 | -2 | 2 | -3 | -7
COc1ccc(N2CC(C(=O)Nc3cccc(C)n3)CC2=O)cc1 (stereo not given) | -4 | 1 | 3 | -1 | -1 | -4 | -5 | -5 | -4
COC(=O)CC/C(O)=C1\C(=O)CC(C)(C)CC1=Nc1ccccc1OC | -1 | -4 | -12 | -2 | 0 | -2 | 1 | 3 | -3
O=C(Cc1cccs1)NCC1CCCO1 (stereo not given) | 1 | 3 | -3 | -5 | 1 | -2 | -1 | -10 | 0
O=C(CN1C(=O)NC2(CCCCCCC2)C1=O)NC(=O)NCc1ccco1 | -5 | -1 | 3 | -5 | -6 | 6 | -3 | -4 | 16
C=CC[C@@H](CC(=O)NCCO)C(=O)NC[C@H](OC(=O)[C@@H](CC=C)Cc1ccc(F)cc1)c1ccccc1 | nt | -1 | 3 | nt | 5 | nt | nt | 10 | 0
Brc1ccc(C2NCCS2)cc1 (stereo not given) | 4 | 0 | -1 | -1 | 6 | 6 | 3 | 10 | -4
COc1cc(NC(=O)CN(c2ccc(C)cc2)S(=O)(=O)c2c(C)noc2C)cc(OC)c1 | -8 | -2 | 3 | -7 | -1 | -10 | -14 | -2 | -1
Cc1ccc(-n2nc3c([n+]2[O-])CCc2nonc2-3)cc1 | -3 | -6 | 6 | -10 | -4 | -3 | 1 | -1 | -1
CCOc1ccccc1CN1CCNC(=O)C1CC(=O)NCc1cc(C)n(C)n1 (stereo not given) | -4 | -2 | 2 | -2 | 1 | 7 | 4 | 6 | 7
COc1ccc(C2/C=C\CN(C(=O)c3ccc(C)cc3)[C@H](Cc3ccccc3)C(=O)N2Cc2ccc(F)cc2)cc1 (stereo not given in full) | -11 | 6 | -6 | -1 | 3 | -6 | 3 | -8 | -12
C1=CC2CC1CC2CNCc1ccco1 (stereo not given) | -5 | 0 | 10 | 0 | 5 | 5 | 4 | 9 | 3
CN(CC(=O)Nc1ccccc1Cl)C(=O)CCNC(=O)Nc1ccccc1 | nt | -1 | 4 | nt | 1 | nt | nt | 1 | -4
COc1cccc(/C=C/c2onc(C)c2S(=O)(=O)N2CCC(C(=O)NC3CCCCCC3)CC2)c1 | -11 | -3 | 3 | -6 | 2 | -1 | -1 | 0 | 0
CCCn1c(N)c(N(CCOC)C(=O)CSc2c(Cl)cccc2Cl)c(=O)[nH]c1=O | nt | -1 | 0 | nt | -1 | nt | nt | 3 | 3
CNS(=O)(=O)c1cc(-c2nnc(Nc3ccc(NC(C)=O)cc3)c3ccccc23)ccc1C | 2 | -1 | 2 | 1 | 13 | -5 | -2 | 2 | 2
O=C(N1CCOCC1)N1CCN(c2nc(-c3ccc(F)cc3)cs2)CC1 | 0 | 2 | -1 | -2 | 4 | 1 | 1 | 6 | 1
O=C(c1ccccc1-c1nc(-c2ccccc2Cl)no1)N1CCOCC1 | 4 | 2 | 10 | 12 | -3 | 7 | 0 | 4 | 2
O=C1[C@@H]2C(Cc3ccc(O)cc3)NC3(C(=O)Nc4ccc(F)cc43)[C@@H]2C(=O)N1c1ccc(F)cc1 (stereo not given in full) | 1 | 1 | -1 | 0 | 3 | -1 | 0 | 1 | 6
COc1ccc(C(=O)NNC(=O)CSc2nc(C(C)C)nc3ccccc23)cc1 | -1 | 4 | 2 | -8 | 6 | -2 | 3 | 3 | -7
Cc1cccc(N2C(=O)SC(SC(=Nc3ccccc3)Nc3ccccc3)C2=O)c1 (stereo not given) | 7 | -8 | -9 | 4 | 5 | -3 | -6 | -2 | -4
COc1ccc(C(=O)Nc2cccc(C(=O)O)c2)cc1S(=O)(=O)N1CCCC1 | 2 | 2 | 5 | -5 | 4 | 3 | 0 | 3 | 4
CCC(C)(C)n1nnnc1C(c1cc2ccc(OC)cc2[nH]c1=O)N1CCCCC1 (stereo not given) | 2 | 2 | 2 | 2 | 11 | -1 | 4 | 0 | -10
COc1ccccc1OCC(O)CN1C(=O)NC(C)(C)C1=O (stereo not given) | -1 | -3 | 2 | 4 | 0 | -7 | -4 | 5 | 9
CCOc1c(C)cnc2c1c(=O)n(Cc1c(F)cccc1Cl)c(=O)n2C | 4 | -3 | 4 | 0 | -1 | -2 | -1 | -2 | -9
O=C(CN1CCN(S(=O)(=O)c2cccs2)CC1)NCC1CCCCC1 | -2 | 2 | 6 | nt | -2 | 1 | 0 | 8 | 10

Not all compounds are listed. The share of hits here may be higher or lower than overall.
